HCMV inh: qHTS Assay for inhibitors of the human cytomegalovirus (HCMV); activity change, negative = inhibition, % at 57.5 µM; 410,000 tested, 4.5% active; HFF cells, HCMV-luciferase reporter, 72 h; hits give low values; in the data active = activity change below about -60%; inconclusive = no clear call, values can overlap the other calls; inactive = above about -39%
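Two-dose cell screen: HFF monolayers treated with compounds and infected with luciferase-expressing HCMV at 1 PFU/cell, 72 h at 37C, then lysed for luciferase measurement.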
LmPK inhibitor: qHTS Assay for Inhibitors of Leishmania Mexicana Pyruvate Kinase (LmPK) | 290,000 tested, 0.37% active | purified LmPK, Kinase-Glo ATP luminescence, 1 h | Potency, µM (series often up to 57.5 µM), for inactives: top-dose activity change, negative = inhibition, most hits filed as inhibitors | AID 1721, 2009 | Q27686; also: potency is read from the fitted curve at half-maximal effect
Target sequence (Q27686 whole entry, looked up): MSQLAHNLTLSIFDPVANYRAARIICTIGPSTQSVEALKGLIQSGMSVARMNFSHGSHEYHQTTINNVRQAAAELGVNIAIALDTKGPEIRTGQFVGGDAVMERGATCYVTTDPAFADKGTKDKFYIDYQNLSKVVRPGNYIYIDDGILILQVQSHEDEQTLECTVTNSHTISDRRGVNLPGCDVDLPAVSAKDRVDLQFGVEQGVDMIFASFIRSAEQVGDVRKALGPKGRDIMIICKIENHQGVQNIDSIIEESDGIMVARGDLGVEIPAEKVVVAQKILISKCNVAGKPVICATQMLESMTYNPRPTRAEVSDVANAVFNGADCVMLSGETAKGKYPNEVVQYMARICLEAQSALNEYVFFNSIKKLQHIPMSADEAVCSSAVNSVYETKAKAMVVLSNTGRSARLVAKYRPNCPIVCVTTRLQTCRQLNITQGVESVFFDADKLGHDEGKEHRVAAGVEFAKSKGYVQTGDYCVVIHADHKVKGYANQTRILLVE
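Screened at intermediate enzyme activity to detect both inhibitors and activators: LmPK at 0.1 nM, with a 0.5 nM enzyme column as activation reference. PEP 0.5 mM, ADP 0.1 mM; ATP detected by luminescence after 1 h.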
AmpC inh detg: qHTS Inhibitors of AmpC Beta-Lactamase (assay with detergent) | P00811 | AmpC hydrolysis of nitrocefin, absorbance 480 nm, 0.01% Triton | Potency, µM (series often up to 114 µM), for the others: top-dose activity change, negative = inhibition, actives largely listed as inhibitors | 370,000 tested, 0.041% active | AID 485294, 2010;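 also: potency is read from the fitted curve at half-maximal effect; 0% = no-compound wells and -100% = no-enzyme wells; nearly all actives have a fitted effect of over 25% in size; some results filed as inactive show a strong effect at the top dose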
Target sequence (P00811 whole entry, looked up): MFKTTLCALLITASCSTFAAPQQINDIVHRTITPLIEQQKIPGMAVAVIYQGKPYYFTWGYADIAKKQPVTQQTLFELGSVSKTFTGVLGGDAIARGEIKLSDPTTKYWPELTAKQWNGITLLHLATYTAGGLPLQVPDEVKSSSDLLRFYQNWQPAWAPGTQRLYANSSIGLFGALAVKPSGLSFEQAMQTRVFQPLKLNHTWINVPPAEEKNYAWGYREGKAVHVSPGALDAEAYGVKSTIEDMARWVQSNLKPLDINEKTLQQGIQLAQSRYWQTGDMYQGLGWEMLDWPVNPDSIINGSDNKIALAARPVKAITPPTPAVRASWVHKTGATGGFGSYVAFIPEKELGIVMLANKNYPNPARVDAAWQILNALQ
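20 mM phosphate pH 7.0 + 0.01% (detergent screen) or 0.0001% Triton X-100; 5.3 nM AmpC reagent; cpd preinc 15 min RT; nitrocefin (800 uM stock) to start; A480 q20 s × 4 min; Activity was normalised to no-enzyme and no-compound control wells.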
AMA1 RON2 block: qHTS for Inhibitors of AMA1-RON; Towards Development of Antimalarial Drug Lead: Primary Screen; AlphaScreen AMA1-biotinylated RON2 peptide binding; Plasmodium falciparum AMA1 (3D7) - RON2 peptide interaction; 360,000 tested, 0.2% active; Potency, µM (highest dose often 58.2 µM), inactives show top-dose activity change, negative = inhibition, hits mostly inhibitors;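 also: potency is read from the fitted curve at half-maximal effect; 0% = vehicle wells and -100% = peptide control; nearly all actives have a fitted effect of over 45% in size; some results filed as inactive show a strong effect at the top dose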
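AMA1 (3D7) with his tag at 25 nM final met compounds first, then biotinylated RON2 peptide at 25 nM; detection used donor plus acceptor beads, 10 µg/mL apiece, read by AlphaScreen after 30 min at room temperature.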
AmpC no deterg: qHTS Inhibitors of AmpC Beta-Lactamase (assay without detergent); AmpC nitrocefin hydrolysis, absorbance 480 nm, 0.0001% Triton; 330,000 tested, 0.52% active; Potency, µM (doses to about 57.1 µM), for inactives: top-dose activity change, negative = inhibition, usual class: inhibitors; AID 485341, 2010; P00811;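 also: potency is read from the fitted curve at half-maximal effect; plate controls were no compound for no effect and no enzyme for full effect; nearly all actives have a fitted effect of over 20% in size; some results filed as inactive show a strong effect at the top dose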
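AmpC (5.3 nM in the dispensed reagent) in 20 mM phosphate pH 7.0 with 0.01% (detergent screen) or 0.0001% Triton X-100 was preincubated with compounds for 15 min at room temperature. Nitrocefin was then added from an 800 uM solution, and hydrolysis was followed at 480 nm.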
HCV inh: qHTS Assay for Inhibitors of Hepatitis C Virus (HCV); AID 651820, 2012; Potency, µM (doses to about 41.8 µM), for the others: top-dose activity change, negative = inhibition, actives largely listed as inhibitors; Huh7.5.1 HCVcc-Cre infection, luciferase reporter, 44 h; 340,000 tested, 3.4% active; also: potency is read from the fitted curve at half-maximal effect
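Luciferase read-out (15 sec integration) after a 15 min room-temperature substrate step quantifies HCVcc-Cre infection. Cells, 1,000 per well, had compound added 4 h post-plating, then virus at ~0.5 moi, and were cultured 44 h.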
TbPYK inhibitor: qHTS of Trypanosoma Brucei Inhibitors | TbPYK enzyme, Kinase-Glo Plus ATP luminescence, 45 min | AID 624173, 2012 | 410,000 tested, 0.12% active | Potency, µM (top dose mostly 76.8 µM), for the others: at the top dose activity, negative = inhibition, hits mostly inhibitors | pyruvate kinase (Trypanosoma brucei), Q57TT1; also: potency is read from the fitted curve at half-maximal effect; nearly all actives have a fitted effect of over 50% in size
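Glycolytic pyruvate kinase of T. brucei was incubated with substrate, test compound and 130 uM ADP for 45 minutes at room temperature. Luminescent Kinase-Glo Plus signal was measured after 10 minutes.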
* = called active by the depositor; ? = inconclusive; · = not tested or not shown; [ ] = dose if it differs, or a comment. Unless noted, calls follow the shape of the dose curve; as a rule, active = well fitted curve in the direction sought with a large enough effect; inconclusive = small, poorly fitted or top-dose-only effect, or another doubt; inactive = no such curve, though single readings can be large; an effect the other way counts as inactive or inconclusive. Unless noted, % is scaled to controls: 0 for no effect and ±100 for the full control effect.

Screens in order: HCMV inh	LmPK inhibitor	AmpC inh detg	AMA1 RON2 block	AmpC no deterg	HCV inh	TbPYK inhibitor
(1) COc1ccc(COC(=O)CCc2cc(OC)c(OC)c(OC)c2)cc1F
  23	·	·	-1%	·	-11%	1%
(2) Cc1cc(Br)ccc1NC(=O)C1CCN(S(=O)(=O)c2ccc(Br)s2)CC1
  -11	·	10%	·	·	·	-1%
(3) Cc1ccc(S(=O)(=O)NC(CC(C)C)C(=O)N2CC(C)OC(C)C2)cc1 (configuration not stated)
  -3	-12%	2%	5%	-20%	10%	4%
(4) O=C(COc1ccc(F)cc1)Nc1nc(-c2cccnc2)cs1
  -31	·	·	-8%	·	·	-24%
(5) Cc1c(CC(=O)N2CCC(O)CC2)c(=O)oc2cc3c(cc12)CCC1(CCCCC1)O3
  -28	·	·	0%	·	·	-2%
(6) O=C(OCC(=O)N1CCC(Cc2ccccc2)CC1)c1ccccc1NCCO
  -25	·	?	2%	42%	?	-5%
(7) CN(Cc1cccc(Cl)c1Cl)CC(O)COc1ccccc1 (configuration not stated)
  0	2%	-13%	25%	5%	-11%	5%
(8) CC(C)(C)OC(=O)N1CCCC(C(=O)Nc2ccc(C(=O)N3CCCC3)cc2)C1 (configuration not stated)
  -20	·	·	-6%	56%	?	-5%
(9) Cc1cc(C)c(OCCn2ccnc2)c(C)c1
  -19	-5%	-2%	1%	-5%	10%	-8%
(10) Cc1nc2ccccc2c2nc(NC(=O)Cc3ccccc3)nn12
  -3	-2%	-7%	0%	-32%	-10%	10%
(11) c1ccc2c(CSCc3nc4ccccc4[nH]3)cccc2c1
  -93*	1%	0%	-7%	-46%	?	-7%
(12) O=C(Nc1ccc(F)cc1)c1csc2c1CCCCC2
  41	·	6%	·	·	·	-16%
(13) CC(=O)c1cccc(NC(=O)C2CCCN2S(=O)(=O)c2cccc3cccnc23)c1 (configuration not stated)
  23	10%	?	-2%	-18%	-18%	-1%
(14) CCCCOc1ccccc1C1CC(=O)Nc2ccc3ccccc3c21 (configuration not stated)
  -92*	·	12%	·	·	·	0%
(15) Cc1noc(C)c1COc1ccc(C(=O)OCC(=O)OC(C)(C)C)cc1
  -30	4%	-11%	15%	58%	12%	-2%
(16) CCN1CCN(C(c2ccccc2)c2nnnn2CCc2ccc(OC)c(OC)c2)CC1 (configuration not stated)
  -1	0%	-4%	4%	-21%	-5%	-2%
(17) Cc1cc(Br)cc2c(C(=O)NCC3CCCO3)cc(-c3ccccc3)nc12 (configuration not stated)
  0	2%	-12%	-21%	-4%	-14%	8%
(18) NC(=O)c1ccsc1NC(=O)COC(=O)Cc1ccc(F)cc1
  61	·	·	1%	·	·	1%
(19) O=C(Cc1cccc(C(F)(F)F)c1)Nc1ccccc1
  -2	-4%	-3%	30%[activator]	-18%	-20%	-4%
(20) CCC(C)NC(=O)CN1C(=O)NC2NC(=O)NC21 (configuration not stated)
  -30	11%	4%	4%	-11%	12%	2%
(21) CN1CCN(c2ccc(F)cc2N)CC1
  33	-4%	-6%	-3%	-4%	13%	-1%
(22) CC(C)(C)c1ccc(CC(=O)N2CCC2(C)C(=O)Nc2cccc3ccccc23)cc1 (configuration not stated)
  ?	·	·	-3%	·	·	1%
(23) CC1(C)CC(=O)C(C=NCC(O)c2ccccc2)=C(O)C1 (configuration not stated)
  -7	0%	-6%	-3%	-19%	8%	9%
(24) c1ccc(OCCOCCN2CCOCC2)cc1
  29	-2%	-12%	-5%	-11%	7%	-13%
(25) O=C(CSc1nnnn1-c1cccc2ccccc12)Nc1ccc(C(=O)O)cc1
  4	4%	-13%	6%	-23%	5%	-6%
(26) CCCC(O)(c1ccccc1)C(CN1CCOCC1)c1ccccc1 (configuration not stated)
  ?	-3%	-15%	-3%	165%[activator]	-23%	0%
(27) CCn1ccc2cc(S(=O)(=O)N3CCCN(C(=O)NCC(=O)OC)CC3)ccc21
  17	·	6%	·	·	·	0%
(28) CCOC(=O)C(=O)N1CCN(c2cc3c(cc2[N+](=O)[O-])n(C)c(=O)n3C)CC1
  -38	0%	2%	1%	-1%	-4%	-2%
(29) COc1cc(-c2nnc(CSc3nnc(Nc4ccc(Oc5ccccc5)cc4)s3)o2)cc(OC)c1OC
  ?	-5%	-3%	19%	19%	5.6µM*	-16%
(30) C=C1C(=O)N(C)CCC1C(CC)C(=O)OC (configuration not stated)
  10	·	·	-7%	·	·	1%

The closing six entries of the section before come first, to join the parts.
Screens in order: HCMV inh	LmPK inhibitor	AmpC inh detg	AMA1 RON2 block	AmpC no deterg	HCV inh	TbPYK inhibitor
(25) O=C(CSc1nnnn1-c1cccc2ccccc12)Nc1ccc(C(=O)O)cc1
  4	4%	-13%	6%	-23%	5%	-6%
(26) CCCC(O)(c1ccccc1)C(CN1CCOCC1)c1ccccc1 (configuration not stated)
  ?	-3%	-15%	-3%	165%[activator]	-23%	0%
(27) CCn1ccc2cc(S(=O)(=O)N3CCCN(C(=O)NCC(=O)OC)CC3)ccc21
  17	·	6%	·	·	·	0%
(28) CCOC(=O)C(=O)N1CCN(c2cc3c(cc2[N+](=O)[O-])n(C)c(=O)n3C)CC1
  -38	0%	2%	1%	-1%	-4%	-2%
(29) COc1cc(-c2nnc(CSc3nnc(Nc4ccc(Oc5ccccc5)cc4)s3)o2)cc(OC)c1OC
  ?	-5%	-3%	19%	19%	5.6µM*	-16%
(30) C=C1C(=O)N(C)CCC1C(CC)C(=O)OC (configuration not stated)
  10	·	·	-7%	·	·	1%
(31) Cc1c(N=Cc2cccs2)c(=O)n(-c2ccccc2)n1C
  14	7%	5%	7%	0%	12%	0%
(32) COc1cccc(C(=O)Nc2cc(=O)n(C)c(=O)n2C)c1OC
  41	-5%	0%	13%	-17%	20%	1%
(33) CC(=O)Nc1cccc(NC(=O)CSc2nc(C3CC3)nc3ccccc23)c1
  -26	-2%	-10%	6%	34%[activator]	?	0%
(34) N=C(N)Cc1ccccc1Sc1ccccc1
  -15	4%	2%	-5%	-26%	-3%	-3%
(35) CCOC(=O)c1ccccc1NC(=O)c1ccc(Cl)c(S(=O)(=O)N2CCOCC2)c1
  -20	·	·	4%	·	?	-3%
(36) Cc1cc(CN2CCN(c3ccc(F)cc3)CC2)cs1
  -24	·	-5%	·	·	·	1%
(37) COc1ccc(Cl)cc1NS(=O)(=O)c1cccc(C(=O)NCC2(N(C)C)CCCCC2)c1
  -9	-9%	-6%	9%	83%[activator]	?	-6%
(38) O=C1CN(C(=O)/C=C/c2cc(Br)ccc2F)CCN1
  -37	-9%	-10%	-22%	-4%	3%	-13%
(39) CCN(CC)c1ccc(NC(=O)CN(C)Cc2cccs2)cc1
  -34	-5%	-4%	13µM*	14%	-8%	-12%
(40) c1ccc(Cn2ncc3c(N4CCOCC4)ncnc32)cc1
  -5	4%	-6%	9%	-15%	-20%	0%
(41) COc1ccc(CN2C(=O)/C(=C/c3ccc(-c4ccc(Cl)c(C(=O)O)c4)o3)SC2=S)cc1
  ·	19%	-3%	·	-17%	·	·
(42) Cc1ccc(S(=O)(=O)Nc2ccc(NC(=O)c3cccnc3)cc2)cc1
  29	-4%	6%	1%	-31%	-12%	-3%
(43) Oc1ccc(/C=N/N2CCN(Cc3ccccc3)CC2)cc1
  19	0%	-13%	-4%	-13%	6%	-1%
(44) CCc1ccc(NC(=O)CSc2nnnn2C)cc1
  -1	-2%	1%	0%	-4%	-2%	-13%
(45) C/C=C/C(=O)OCC(=O)Nc1ccc(OC)c(OC)c1
  42	1%	2%	-2%	-19%	2%	3%
(46) CC(C)OCCCNC(=O)c1cc2c(-c3ccc(Cl)cc3)nn(C)c2s1
  157	·	6%	·	·	·	1%
(47) CS(=O)(=O)c1ccc2nc(NC(=O)c3ccc(Cn4cc(Br)cn4)o3)sc2c1
  48	0%	-4%	10%	-46%	2%	-10%
(48) CN(/N=C/c1cccs1)c1cc(=O)n(C)c(=O)[nH]1
  46	-3%	1%	1%	1%	5%	2%
(49) O=[N+]([O-])c1cccnc1Sc1n[nH]c(-c2ccc(Cl)cc2)n1
  -3	10%	-5%	0%	-25%	-12%	5%
(50) COc1ccc(-n2c(CN3CCN(C)CC3)nc3ccc([N+](=O)[O-])cc3c2=O)c(OC)c1
  10	7%	-4%	6%	35%	-6%	4%
(51) CCOc1ccc(-n2c(=S)sc3c(=O)[nH]c(SCC(=O)NCc4ccco4)nc32)cc1
  16	25%	1%	-9%	-39%	-4%	-6%
(52) Cc1cccc(N2CCN(C(=O)c3cc4c(=O)n(C)c5ccccc5c4s3)CC2C)c1 (configuration not stated)
  15	·	1%	·	·	·	-7%
(53) O=C(NCc1ccccn1)/C(=C/c1ccco1)NC(=O)c1ccccc1
  36	2%	?	67%[activator]	-5%	18%	1%
(54) O=C(COC(=O)/C=C/c1ccc(Cl)cc1Cl)Nc1cc(C(F)(F)F)ccc1N1CCOCC1
  -30	3%	0%	-2%	-23%	6%	3%
(55) COC(=O)CSc1nc(C)cc(C(F)(F)F)c1C#N
  -24	3%	-11%	25%	-31%	2%	1%
(56) Nc1c(C(=O)NCc2ccc3c(c2)OCO3)c2nc3ccccc3nc2n1CCCN1CCOCC1
  -19	4%	0%	27%	216%[activator]	?	-8%
(57) O=c1ccn2c(n1)SC(c1ccccc1)C2 (configuration not stated)
  -21	·	·	-2%	·	·	-6%

3 entries from above, ordered by SMILES length, lowest first:
Screens in order: HCMV inh	LmPK inhibitor	AmpC inh detg	AMA1 RON2 block	AmpC no deterg	HCV inh	TbPYK inhibitor
(55) COC(=O)CSc1nc(C)cc(C(F)(F)F)c1C#N
  -24	3%	-11%	25%	-31%	2%	1%
(52) Cc1cccc(N2CCN(C(=O)c3cc4c(=O)n(C)c5ccccc5c4s3)CC2C)c1 (configuration not stated)
  15	·	1%	·	·	·	-7%
(56) Nc1c(C(=O)NCc2ccc3c(c2)OCO3)c2nc3ccccc3nc2n1CCCN1CCOCC1
  -19	4%	0%	27%	216%[activator]	?	-8%

Screens deposited in PubChem by National Center for Advancing Translational Sciences (NCATS).
